Assay outcomes (PubChem BioAssay)
ADAM10 inh = inhibitors of human ADAM10; recombinant ADAM10, EDANS/DABCYL FRET peptide cleavage, 3 h; inhibition, % at 7 µM; 370,000 compounds, 0.62% hits; AID 720582;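 active = inhibition above a per-campaign cutoff equal to the mean of compounds falling between control-based bounds plus 3 SD, cut at about 20% in these data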;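 note: 0% = DMSO wells while the 100% control is not disclosed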
NPR1 activator = GC-A (human) enzyme activation. HEK293 GC-A cells, cGMP TR-FRET, EC30 ANP; 0% at EC30 ANP, 100% saturating ANP. 370,000 compounds, 0.14% hits. activation, % at 10 µM; in the data active = activation above about 40%
proKLK7 act = activators of human kallikrein-7 zymogen; purified proKLK7, EDANS-DABCYL substrate fluorescence; 100% is mature enzyme control, 0% vehicle; activation, % at 7 µM; 370,000 compounds, 0.9% hits; AID 652039;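 active = activation above the mean of all tested compounds plus 3 SD, computed per campaign excluding outliers beyond control limits, cut at about 13% in these data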
Tn6 DDE FP = inhibitors of Tn6 peptide binding to human fibrin DD(E); P02675; Fibrin DD(E) TRITC-Tn6 fluorescence polarization displacement; inhibition, % at 8.3 µM; 370,000 compounds, 0.21% hits; AID 720509;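 active = inhibition above a per-campaign cutoff: mean of compounds within control limits plus 3 SD, cut at about 15% in these data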;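 note: 0% = median of all compound wells on the plate and 100% = blocking peptide control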
ARFGAP1 inh = inhibits rat ARF GTPase activating protein 1 | AID 651572 | Arfgap1-stimulated ARF1 GTP hydrolysis, GDP FP detection | Q62848 | 360,000 compounds, 0.26% hits | inhibition, % at 16.5 µM;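 active = inhibition above a per-plate limit, mean inhibition of low control wells plus 3 SD, cut at about 25% in these data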;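 note: 0% = DMSO wells with enzyme and 100% = wells lacking Arfgap1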
Target sequence (Q62848 1-136 limits assumed): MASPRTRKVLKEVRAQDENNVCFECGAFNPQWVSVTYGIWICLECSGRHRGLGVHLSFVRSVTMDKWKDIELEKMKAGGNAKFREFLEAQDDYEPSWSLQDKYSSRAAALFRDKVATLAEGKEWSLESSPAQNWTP
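Repeats: one replicate per compound; assay system: rat Arfgap1 catalytic domain, aa 1-136; times: enzyme reaction 120 min at 25 °C after 20 min preincubation; detection: FP of antibody-bound GDP Alexa 633 tracer, ex 620/em 688 nm; benchmarks: high control wells lacking Arfgap1, low control full reaction with DMSO; reagent: human ARF1(Δ1-17)-GTP substrate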
FXN GAA850 act = activators of GAA850 frataxin (FXN) promoter | HEK293 lucGAA850 FXN promoter luciferase reporter, 24 h; percent of 10 µM SAHA response | activation, % at 6 µM | 360,000 compounds, 0.56% hits | AID 540364;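 active = activation above the average of all compounds screened plus 3 SD, cutoff fixed separately per campaign, cut at about 7.5% in these data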;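 note: 0% = DMSO wells and 100% = 10 µM SAHA wells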
ASAP1 GAP inh = inhibitors of human ASAP1 ArfGAP activity. ASAP1-stimulated ARF1 GTP hydrolysis, GDP FP detection. 360,000 compounds, 0.19% hits. AID 624377. inhibition, % at 16.5 µM; in the data active = inhibition above about 25%;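 note: 0% = vehicle with enzyme and substrate and 100% = no enzyme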
Target sequence (Q9ULH1 325-724 limits assumed): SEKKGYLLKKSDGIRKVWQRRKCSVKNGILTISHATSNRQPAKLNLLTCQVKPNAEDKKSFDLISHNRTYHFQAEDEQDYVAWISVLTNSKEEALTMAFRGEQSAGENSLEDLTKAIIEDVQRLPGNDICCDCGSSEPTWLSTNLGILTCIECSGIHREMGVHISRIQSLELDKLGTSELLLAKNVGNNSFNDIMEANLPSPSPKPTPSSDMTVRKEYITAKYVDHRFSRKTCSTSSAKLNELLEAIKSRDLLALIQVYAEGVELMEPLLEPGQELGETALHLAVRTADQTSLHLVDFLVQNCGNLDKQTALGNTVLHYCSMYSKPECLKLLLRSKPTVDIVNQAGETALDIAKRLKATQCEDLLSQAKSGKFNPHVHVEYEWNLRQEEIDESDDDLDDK
GC-B act = GC-B (human) receptor activation. activation, % at 10 µM. 370,000 compounds, 0.11% hits. HEK293-GC-B cells, CNP EC30, cGMP TR-FRET; 0% at EC30 CNP, 100% saturating CNP. AID 1920062. P20594;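 active = activation at 10 µM reaching about 35% in either raw or pattern-adjusted values, limit read from the data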
rCAG RNA binder = binds r(CAG) RNA repeats; r(CAG) RNA repeat, TO-PRO-1 dye displacement fluorescence; inhibition, % at 3 µM; 370,000 compounds, 1.3% hits; AID 651821;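 active = inhibition above the plate cutoff, the mean of all test compounds on that plate plus 3 SD, cut at about 35% in these data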;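 note: 0% = DMSO alone and 100% = 100 µM mitoxantrone as full dye displacement; higher means more dye released from RNA so lower well fluorescence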
HGIII-sPLA2 inh = Inhibits HGIII-sPLA2 liposome hydrolysis, primary screen; Q9NZ20; QFRET BODIPY PC-A2 liposome hydrolysis, fluorescence; inhibition, % at 12.2 µM; 370,000 compounds, 0.56% hits;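 active = inhibition above mean plus 3 SD of compounds lying within the high and low control bounds, cut at about 19% in these data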;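 note: 0% = median of test compound wells and 100% = no enzyme DMSO wells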
Target sequence (Q9NZ20 whole entry, looked up): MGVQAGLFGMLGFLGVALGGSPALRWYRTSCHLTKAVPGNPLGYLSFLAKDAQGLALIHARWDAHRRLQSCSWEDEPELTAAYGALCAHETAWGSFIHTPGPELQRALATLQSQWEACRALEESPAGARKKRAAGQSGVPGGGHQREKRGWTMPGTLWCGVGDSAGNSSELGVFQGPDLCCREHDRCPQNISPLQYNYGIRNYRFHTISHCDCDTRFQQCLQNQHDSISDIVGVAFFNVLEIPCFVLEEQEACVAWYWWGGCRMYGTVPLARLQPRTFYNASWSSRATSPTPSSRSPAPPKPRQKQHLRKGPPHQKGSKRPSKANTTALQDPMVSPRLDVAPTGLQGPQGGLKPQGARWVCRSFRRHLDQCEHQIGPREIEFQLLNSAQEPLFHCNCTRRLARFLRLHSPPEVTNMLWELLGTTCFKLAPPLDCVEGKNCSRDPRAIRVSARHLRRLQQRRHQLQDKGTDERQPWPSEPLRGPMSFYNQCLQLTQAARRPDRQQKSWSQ
An asterisk follows results filed as active; / = no result given.

The opening 2 entries, to show the layout:
Structure,ADAM10 inh,NPR1 activator,proKLK7 act,Tn6 DDE FP,ARFGAP1 inh,FXN GAA850 act,ASAP1 GAP inh,GC-B act,rCAG RNA binder,HGIII-sPLA2 inh
CCC(CO)NCc1ccc2c(c1)n(C)c(=O)n2C (stereo not drawn),-3,1,-0.2,-2,6,2.2,-8,2,0,-2
C=CCn1c(SCC(=O)NC2CC2)nnc1-c1cccc(OC)c1,-8,1,-0.1,4,0,0.8,-3,-3,-5,6

Results, from the start:
Structure,ADAM10 inh,NPR1 activator,proKLK7 act,Tn6 DDE FP,ARFGAP1 inh,FXN GAA850 act,ASAP1 GAP inh,GC-B act,rCAG RNA binder,HGIII-sPLA2 inh
CCC(CO)NCc1ccc2c(c1)n(C)c(=O)n2C (stereo not drawn),-3,1,-0.2,-2,6,2.2,-8,2,0,-2
C=CCn1c(SCC(=O)NC2CC2)nnc1-c1cccc(OC)c1,-8,1,-0.1,4,0,0.8,-3,-3,-5,6
COc1ccc2c(CC(=O)OCC(=O)Nc3ccc4c(c3)OCO4)coc2c1,3,4,0.0,3,2,-0.8,-12,4,13,-15
S=C(NCc1ccco1)NCC(c1ccco1)N1CCCCC1 (stereo not drawn),-6,0,0.5,-5,9,2.2,15,-2,0,23*
CCN(C(=O)COC(=O)c1ccc(Br)o1)C1CCCCC1,-7,-3,-0.3,-3,6,-1.1,1,0,-5,-3
CCSc1nnc2n(-c3ccc(OC)cc3)c(=O)c3c4c(sc3n12)CCCC4,4,6,-0.4,10,17,1.2,21,-4,4,-2
COc1cccc(CN(C)C(=O)c2cccc(S(=O)(=O)N3CCN(c4ccccc4)CC3)c2)c1,1,3,0.3,-2,-17,-2.0,-9,-1,8,8
CC1CCCCN1C(=O)c1cc2nc(-c3ccccc3)cc(-c3ccccc3)n2n1 (stereo not drawn),-144,12,-31,-11,1,0.5,7,15,4,-3
O=C1c2ccccc2C(=O)C1c1ccc(Cl)cc1,-3,2,0.1,1,-10,-1.4,-13,13,-2,4
Cc1cc(C)n(-c2nnc3n2N=C(c2ccccc2)CS3)n1,0,4,-1.4,0,-4,3.5,-9,-3,-1,1
Cc1nc2ncnn2c(C)c1Cc1cccc(F)c1,-4,8,0.1,-2,7,0.3,10,-1,-3,2
Cc1ccccc1C(=O)NC1CCCCN(Cc2cccc(F)c2)C1=O (stereo not drawn),0,1,0.4,1,/,/,/,1,-1,-4
Cc1ccc(NCN2C(=O)c3ccccc3C2=O)c(C)n1,-147,-6,5.0,-4,7,/,3,-1,0,14
CC1(C)CC(=O)C=C(Nc2ccccc2N)C1,-4,0,0.1,0,2,-0.4,6,4,-2,6
CC(C)C(=O)N1CCN(c2ccccc2NC(=S)NC(=O)c2cccs2)CC1,-4,-1,0.8,-3,5,0.7,2,4,2,5
Cc1ccc(S(=O)(=O)N(CC(=O)NCCSc2ccccn2)c2ccccc2F)cc1,-6,4,-0.3,-8,-10,-2.2,3,1,2,4
Cc1ccc(NC(=O)CSCC(=O)Nc2ccc(N3CCOCC3)cc2N2CCOCC2)cc1,-2,-7,0.1,-6,4,0.6,-7,2,-4,7
COc1ccc(OC)c(-n2c(C)cc(C=O)c2C)c1,-3,2,-0.4,1,2,1.5,-5,-1,-4,-3
O=C(N/N=C/c1ccc2c(c1)OCO2)c1cc(-c2ccccc2)nc2ccccc12,12,1,-4.5,1,1,0.9,7,-2,13,-7
CNC(=O)/C(=C\C=C\c1ccccc1)NC(=O)c1ccc([N+](=O)[O-])cc1,4,-2,-0.3,-1,-6,-0.1,16,-10,-1,1
COc1ccc(C2=Nn3c(nnc3-c3ccccn3)SC2)cc1,15,4,0.1,2,-4,0.9,-15,-1,-4,2
O=C(CNC(=O)c1ccc([N+](=O)[O-])cc1)N/N=C\c1ccc(OC(=O)c2ccccc2)cc1,-3,1,-0.7,8,6,1.6,-1,-8,1,3
CCOC(=O)C1CCN(C(=O)CCc2ccc(S(=O)(=O)NC(C)C)cc2)CC1,3,3,-0.1,-2,1,0.1,12,4,-7,4
COC(=O)/C(C(C)=O)=C(\C=C\N(C)C)N(C)C,1,4,0.0,5,-7,-0.5,-7,6,-1,-1
Cc1ccc(-n2nc3c(=O)n(CC(=O)NCc4cccs4)nc(C)c3c2C)cc1,-1,0,0.3,0,-2,-1.5,9,-3,0,0
O=C(Cn1cnc2ccccc21)Nc1ccc2c(c1)OCCCO2,-4,1,-0.2,7,-1,0.2,-2,-1,0,-7
CC(=O)N1CC(C)Sc2ccc(S(=O)(=O)NCCc3ccccc3)cc21 (stereo not drawn),-2,8,-0.3,-1,10,0.6,14,-1,-1,-9
Cc1cc(C)n2nc(SC(C)C(=O)Nc3ccc(Cl)cn3)nc2n1 (stereo not drawn),-8,-4,-0.8,1,11,-0.8,-1,-6,-2,6
C=CCn1c(Sc2nnc(C)s2)nc2c1c(=O)[nH]c(=O)n2C,10,4,-0.8,-4,-14,4.2,-7,0,3,1
CCOC(=O)C1C(=O)NC(N2CCCCC2)=NC1c1ccco1 (stereo not drawn),2,5,0.0,-1,3,-0.6,4,2,1,5
CS(=O)(=O)N(CC(=O)NCC1CCCO1)c1cccc(Cl)c1 (stereo not drawn),-2,2,0.3,-6,5,0.7,-11,-1,-2,4
CC(=O)c1cccc(S(=O)(=O)N2CCC(C(=O)OC3CCOC3=O)CC2)c1 (stereo not drawn),-8,-1,0.0,-3,-11,-0.8,5,3,6,6
Cc1cc(C)cc(N(CC(=O)N2CCN(c3ccccc3)CC2)S(=O)(=O)c2c(C)noc2C)c1,5,5,-0.1,-2,9,-1.2,7,-15,3,5
CC(=O)c1sc(Nc2cccc(C)c2)nc1C,-14,4,-0.1,0,3,7.8*,3,3,-4,-9
Nc1cc(=O)[nH]c(SCC(=O)Nc2cc(Cl)cc(Cl)c2)n1,-6,5,0.3,-3,-5,-0.9,7,-6,8,-6
Cc1nn(CC(=O)NC(=O)c2ccccc2)c(C)c1[N+](=O)[O-],-8,3,0.2,1,-4,1.5,-16,0,9,5
COc1cccc(/C=C/C(=O)c2cccc([N+](=O)[O-])c2)c1,5,0,-0.6,3,12,1.8,7,-6,1,-2
NNC(=O)COc1ncn(-c2ccccc2)n1,-9,-1,-0.6,0,-8,0.5,5,-1,8,-4
CCN(CC(=O)Nc1ccccc1C(F)(F)F)C(=O)c1ccccc1Sc1ccccc1C#N,-8,-3,-0.4,0,9,-1.2,-3,-3,-1,-4
CC(C)n1[nH]c2ccccc2c1=O,-34,-2,-5.1,9,0,/,-16,1,1,-2
CC(C)(C)NC(=O)CSc1nncn1NCc1cccc2ccccc12,0,1,-0.4,4,6,0.1,8,-5,-2,-3
O=C(CSc1nc2ccccc2c(=O)n1CCCN1CCOCC1)NC12CC3CC(CC(C3)C1)C2,-9,-6,0.4,1,3,2.2,-4,-6,-8,-2
Cc1onc(-c2ccccc2)c1C(=O)N1CCN(S(=O)(=O)c2ccc(OC(F)(F)F)cc2)CC1,-12,1,-0.8,2,-4,-1.2,-21,7,-2,3
COc1ccccc1N1CCN(c2ccc3cc(S(=O)(=O)N4CCCCC4)ccc3n2)CC1,-1,0,0.6,-3,-3,1.0,14,3,3,7
Cc1cc(C(=O)COC(=O)c2cnccn2)c(C)n1-c1ccc(Br)cc1,4,-3,0.5,-4,14,-1.6,-2,-5,6,-10
CC(C)(C)c1cc(C(F)(F)F)nc(SCCCNC(=O)c2ccco2)n1,3,2,0.1,1,-1,0.5,12,-4,-7,0
CCn1c(SCC(=O)c2ccc(O)c(O)c2)nnc1-c1ccccc1,5,-2,-0.2,5,3,2.9,0,2,8,-13
Cc1csc(NC(=O)c2ccc(COc3ccccc3)o2)n1,4,22,0.1,-4,-1,2.8,-4,27,3,8
COc1cc(/C=N/NC(=O)CN(CCc2ccccc2)S(=O)(=O)c2ccc(NC(C)=O)cc2)cc(OC)c1OC,10,-3,0.3,1,4,2.6,6,2,7,-22
C=CCOc1ccc(/C=C2/C(=N)N3N=C(CC(=O)N4CCCC4)SC3=NC2=O)cc1OC,-39,-5,-0.6,-4,-3,-1.6,13,-3,19,-16
Cn1c(SCC(=O)Nc2ccc(F)cc2)nnc1C1CC1,-4,4,0.7,-2,-10,0.1,-5,1,0,-3
O=C(Nc1ccc(Cl)cn1)c1ccccc1[N+](=O)[O-],3,1,-0.2,5,4,1.0,-1,-3,1,2
O=C(NCC(=O)N1CCN(c2ncccn2)CC1)c1ccccc1OC(F)F,-27,1,0.3,-15,3,6.0,-16,6,3,7
O=C(N/N=C/c1ccccc1O)C(=O)N1CCCCCC1,-38,-1,0.1,2,11,-0.2,4,1,-4,-9
O=C(Cc1ccc(Cl)cc1)Nc1ccc(S(=O)(=O)Nc2ncccn2)cc1,4,3,-0.7,-5,-4,2.4,12,4,10,-12
CC(C)(C)NC(=O)/C(=C/c1ccco1)c1ccccc1,-2,6,0.1,1,6,-1.6,-6,-4,3,12
COC(=O)CCC(=O)OC1(C)C(=O)C2=CN(c3ccccc3)C(c3ccc(OC)cc3)=CC2=C(Br)C1=O (stereo not drawn),-15,-4,7.1,8,4,1.1,6,1,18,7
O=C1CC(c2ccccc2)n2nc(NC(=O)C3CCCO3)nc2N1 (stereo not drawn),-11,7,0.9,2,3,1.1,6,3,2,-4
COc1ccc(S(=O)(=O)N(Cc2cc3cc(C)ccc3[nH]c2=O)CC2CCCO2)cc1 (stereo not drawn),-82,-1,0.1,5,-5,-2.0,-6,12,-3,-5
COc1ccc(CC(=O)NNS(=O)(=O)c2ccc3ccccc3c2)cc1OC,-4,-3,-0.3,2,5,-1.2,-4,1,0,-9

Additional structures follow:
Structure,ADAM10 inh,NPR1 activator,proKLK7 act,Tn6 DDE FP,ARFGAP1 inh,FXN GAA850 act,ASAP1 GAP inh,GC-B act,rCAG RNA binder,HGIII-sPLA2 inh
Cn1cnnc1SCC(=O)NC1CCCc2ccccc21 (stereo not drawn),0,4,-0.1,-6,6,-0.1,5,3,0,0
CN(C1=C(NC(=O)c2ccc(Cl)cc2)C(=O)c2ccccc2C1=O)c1ccccc1,13,-12,-0.2,0,-9,2.8,4,-6,5,44*
Cc1ccnc(NC(=O)c2cc3ccccc3o2)c1,-12,-2,0.0,1,15,-6.8,8,-6,-10,4
COc1cccc2cc(C(C)N(CCCN3CCOCC3)C(=S)Nc3c(C)cccc3C)oc12 (stereo not drawn),-3,-9,-0.1,3,8,-1.5,-7,-2,-4,0
Cc1[nH]c(C(=O)N/N=C/c2ccc(C(=O)O)cc2)c(C)c1C(=O)N/N=C/c1ccc(C(=O)O)cc1,6,0,-0.4,4,10,2.5,-6,2,3,-4
C=CCC(CC)C(=O)NC(=O)N1CCCc2ccccc21 (stereo not drawn),8,0,0.0,6,6,2.1,0,1,3,6
N/C(=N\OC(=O)/C=C/c1ccccc1)c1ccc(Br)cc1,-4,5,0.2,13,-3,2.0,11,-2,-4,3
